Assay outcomes as filed in PubChem BioAssay.
Tau FP inhib: inhibitors of human tau fibril formation; P10636; K18 P301L tau heparin fibrillization, Alexa594 FP, 6 h; Potency, µM (top dose mostly 57.7 µM), for inactives: top-dose activity, negative = inhibition, most hits filed as inhibitors; actives 0.39% (n = 280,000); AID 1468; also: nearly all actives have a fitted effect of over 55% in size
Target sequence (P10636 561-689 P618L limits assumed): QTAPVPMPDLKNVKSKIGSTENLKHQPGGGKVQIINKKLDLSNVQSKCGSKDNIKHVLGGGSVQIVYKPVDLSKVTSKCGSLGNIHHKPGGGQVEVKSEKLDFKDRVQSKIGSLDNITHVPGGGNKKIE
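Heparin (20 uM) drove fibril formation of recombinant tau K18 P301L, 15 uM unlabeled with 0.24 uM Alexa 594 label, for 6 hr at 37 C in 100 mM sodium acetate pH 7. Fluorescence polarization (555/632 nm) read 1 hr after 30 uM ThT.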
Tau ThT inhib: blocks human tau fibril formation measured by thioflavin T | P10636 | recombinant tau K18 P301L, heparin-induced fibrillization, ThT fluorescence | Potency, µM (doses to about 57.4 µM), without a hit: top-dose activity, negative = inhibition, most hits filed as inhibitors | actives 2.1% (n = 270,000); also: nearly all actives have a fitted effect of over 55% in size
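Heparin-induced (20 uM) aggregation of recombinant human K18 P301L tau, 15 uM unlabeled with 0.24 uM labeled, pH 7 acetate buffer, 6 hr at 37 C with compound. Fibrils quantified by 30 uM ThT fluorescence after 1 hr ambient incubation.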
Tau fluor cs: counter-screen for tau fibril formation inhibitors; tau K18 P301L (four-repeat tau fragment) Alexa594 fluorescence, heparin fibrillization; Potency, µM (doses to about 57.7 µM), without a hit: at the top dose activity change, negative = decrease; actives 0.93% (n = 280,000); also: nearly all actives have a fitted effect of over 55% in size
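Human K18 P301L tau (15 uM unlabeled plus 0.24 uM Alexa 594-labeled, final) in 100 mM sodium acetate pH 7 was mixed with compound and 20 uM heparin and incubated 6 hr at 37 C.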
* marks the source's active call; other numbers are inactive results; ? = inconclusive. Calls follow the shape of the dose curve; as a rule, active = well fitted curve in the direction sought with a large enough effect; inconclusive = small, poorly fitted or top-dose-only effect, or another doubt; inactive = no such curve, though single readings can be large; an effect the other way counts as inactive or inconclusive. % is scaled to controls: 0 for no effect and ±100 for the full control effect; potency is read from the fitted curve at half-maximal effect. Some of the compounds tested; the hit share may differ from the screen's.

SMILES	Tau FP inhib	Tau ThT inhib	Tau fluor cs
COc1ccc(OC)c(CNS(=O)(=O)c2ccc3c(c2)CCCN3C(C)=O)c1	-4%	-2%	-7%
Cc1cc(-c2ccc(C)c(S(=O)(=O)NC3CCCCC3)c2)on1	-5%	7%	-13%
O=C(Nc1ccc(C(=O)N2CCN(c3ccc(F)cc3)CC2)cc1)c1nsc2ccccc12	-3%	-13%	-27%
CC1Cc2cc(S(=O)(=O)NCc3ccc(F)cc3)ccc2N1C(=O)C1CCC1 (stereo not drawn)	-6%	6%	3%
Cc1ccc(NC(=O)C2CCCN(S(=O)(=O)c3cccs3)C2)c(C)c1 (stereo not drawn)	-2%	-14%	-12%
Cc1ccccc1CN1C(=O)c2ccccc2S(=O)c2ccc(C(=O)NCc3ccc(Cl)cc3)cc21 (stereo not drawn)	-19%	5%	-15%
CNC(=O)C1CCN(Cc2cc3ccccc3n2Cc2ccccc2C)CC1	-6%	-9%	-17%
Cc1ccc(NS(=O)(=O)c2ccc(-c3cnc(C4CC4)o3)cc2)cc1N(C)C	?	-18%	?
COc1ccc(OC)c(S(=O)(=O)Nc2cc3c(cc2C)n(C)c(=O)c(=O)n3C)c1	4%	-4%	2%
CCOc1cccc(CNC(=O)c2ccc(N3CCCC3)c(NC(=O)Nc3ccccc3CC)c2)c1	5%	8%	7%
CC1CCN(C(=O)CSc2nc(-c3ccccc3)no2)CC1	-1%	?	-26%
Cc1ccc(C(=O)Nc2ccc(Br)cc2)cc1S(=O)(=O)N1CCOCC1	?	1%	-18%
Cc1ccc2nc(NC(=O)CSc3cc(C)[nH]c(=O)n3)sc2c1	?	?	-14%
CCN(Cc1ccccc1)C(=O)c1cc2ccc3cccnc3c2[nH]1	-1%	?	-20%
CCCCOc1ccc(C(C)NC(=O)CN2C(=O)CSc3ccc(S(=O)(=O)N4CCOCC4)cc32)cc1 (stereo not drawn)	0%	-1%	-22%
COc1cccc(C(c2sc3nc(-c4ccco4)nn3c2O)N2CCC(O)CC2)c1 (stereo not drawn)	-10%	?	-19%
CCc1ccc(C2C(C(=O)Nc3ccccc3)=C(C)Nc3nc(SCC(=O)c4ccc(C)cc4)nn32)cc1 (stereo not drawn)	-4%	11%	9%
CCOc1ccc(NC(=O)c2ccc3c(=O)n4nc(Nc5ccccc5C)sc4nc3c2)cc1	-4%	?	-25%
COc1cc(C(=O)N2CCc3c([nH]c4ccccc34)C2c2ccccc2)cc(OC)c1OC (stereo not drawn)	-4%	-6%	-6%
Cc1noc(Cn2c(=O)c3ccccc3n(CC(=O)Nc3cc(Cl)ccc3C)c2=O)n1	-2%	8%	-12%
CC(C)CC(=O)NCC(c1ccc2c(c1)OCO2)N1CCN(c2ccccc2)CC1 (stereo not drawn)	11%	-7%	-4%
CCOC(=O)C1CCCN(S(=O)(=O)c2ccc(N3CCCCS3(=O)=O)cc2)C1 (stereo not drawn)	-12%	0%	-4%
O=C(C1CCCCC1)N(Cc1cccnc1)c1nc2c(F)cccc2s1	1%	-9%	-6%
Cc1cc(Cl)ccc1NC(=O)CCS(=O)(=O)c1ccc2c(c1)CC(C)N2C(=O)C1CC1 (stereo not drawn)	4%	4%	-9%
CCCCc1nn2c(=O)cc(COC(=O)C3CCCCC3)nc2s1	3%	?	-13%
(continued)
SMILES	Tau FP inhib	Tau ThT inhib	Tau fluor cs
CC(C)CC(=O)Nc1ccc(C(=O)OCc2cc(=O)n3nc(C4CCCCC4)sc3n2)cc1	-2%	2%	-3%
CCOc1ccccc1CNC(=O)c1ccc2c(c1)nc1n2CCC(C)C1 (stereo not drawn)	-7%	-1%	3%
CCn1c(C)c(C)c2cc(C(=O)NCc3cccc(C)c3)ccc21	18%	-11%	-24%
COc1ccc(-c2onc(C)c2C)cc1S(=O)(=O)NCc1cccs1	-1%	-7%	-18%
Cc1ccccc1CN1C(=O)c2ccccc2Sc2ccc(C(=O)NCCc3ccccc3)cc21	-12%	10%	-7%
CCc1cccc(NC(=O)CSc2ncccc2C(=O)Oc2ccccc2Cl)c1	-7%	-12%	-17%
COc1ccc2cc(CNc3ccc(C)cc3)c(=O)n(CC(=O)Nc3cccc(C(F)(F)F)c3)c2c1	?	2%	?
Cn1c(SCC(=O)Nc2ccccc2)nnc1-c1ccccc1	-3%	-4%	2%
O=C(COc1ccc(Cl)cc1)NCC(c1ccco1)S(=O)(=O)c1ccc(Cl)cc1 (stereo not drawn)	-12%	-10%	-24%
CCc1ccccc1NC(=O)c1ccc2[nH]c(C)c(C)c2c1	10%	?	?
COC(=O)c1cnc(N2CCN(c3ccc(OC)cc3)CC2)c2ccccc12	-5%	11µM*	?
CC(C)(C)OC(=O)N1CCC(c2c(C(=O)NCCc3ccsc3)cnn2-c2ccc(F)cc2F)CC1	0%	-21%	-24%
CCOC(=O)c1ccccc1NS(=O)(=O)c1ccc(N2CCCCS2(=O)=O)cc1	2%	-3%	-27%
COc1cccc2c1Oc1ncccc1N(C(=O)Nc1ccc(F)c(Cl)c1)C2	-2%	-7%	-27%
CCOC(=O)C1CCN(C(=O)C2COc3ccccc3C2)CC1 (stereo not drawn)	1%	3%	2%
O=C(CCC(=O)c1ccccc1)Nc1ccc(F)c(Cl)c1	3%	-5%	-2%
CC1=C(C(=O)Nc2cc(Cl)ccc2C)C(c2sccc2C)n2ncnc2N1 (stereo not drawn)	-4%	3%	-5%
COc1ccc(CNC(=O)C2Cc3cc(S(=O)(=O)N4CCCCCC4)ccc3N2C(C)=O)cc1 (stereo not drawn)	-5%	9%	1%
Cc1ccc(OCC(=O)Nc2ccccc2C(=O)OCc2cc(=O)n3ccsc3n2)cc1C	0%	3%	-4%
COc1ccccc1CNC(=O)c1c[nH]c2ccc(S(=O)(=O)Nc3cc(C)cc(C)c3)cc2c1=O	8.9µM*	4%	?
COc1ccccc1CNC(=O)C(=O)NCC(c1cccs1)S(=O)(=O)c1cccs1 (stereo not drawn)	-3%	-3%	-24%
COc1ccc(N2CC(NC(=O)c3ccc(Br)o3)CC2=O)cc1 (stereo not drawn)	-10%	-7%	-11%
O=C(NCc1ccccc1Cl)c1cnc2sc(N3CCOCC3)nn2c1=O	2%	-2%	-3%
Cn1cc(S(=O)(=O)c2ccccc2)c(=O)c2cc(F)c(N3CCCCC3)cc21	0%	6%	13%
CCOc1ccc(C(=O)NCC(c2ccco2)S(=O)(=O)c2ccc(C)cc2)cc1 (stereo not drawn)	2%	-14%	-9%
More entries:
SMILES	Tau FP inhib	Tau ThT inhib	Tau fluor cs
CCOC(=O)c1scc(-c2ccc(C)cc2)c1S(=O)(=O)Nc1ccc(F)c(F)c1	-7%	1%	-7%
Cc1nnc(SCC(=O)NCc2ccccc2Cl)c2nn(-c3ccccc3)c(C)c12	-1%	-4%	-4%
O=C(CSc1nc2ccsc2c(=O)n1-c1ccc(Cl)cc1)NCc1ccc(Cl)cc1	-10%	1%	-17%
Cc1cc(C)cc(NS(=O)(=O)c2ccc(-c3cc(C)no3)s2)c1	?	5%	?
COc1ccc(Cn2c(CO)cnc2SCC(=O)Nc2ccc3c(c2)OCCO3)cc1	-5%	-7%	-10%
Cc1ccccc1OCC(=O)Nc1ccccc1C(=O)OCc1cc(=O)n2nc(C3CC3)sc2n1	11%	-1%	0%
CCOc1ccc(NC(=O)Cn2c(=O)oc3cc(S(=O)(=O)N4CCCCCC4)ccc32)cc1	-11%	-12%	-18%
CCOc1ccc(CNC(=O)CCC(=O)N2CC3CCCN3c3ccccc32)cc1 (stereo not drawn)	4%	-2%	-10%
Cc1ccc(Cl)cc1-n1ncc2c(NC3CCCCC3)ncnc21	1%	-3%	-18%
COc1ccc(OC)c(C(=O)CN2C(=O)N(c3cc(C)cc(C)c3)S(=O)(=O)c3ccccc32)c1	?	-9%	-26%
Cc1ccc(Cl)cc1N1CCN(C(=O)c2ccc(CS(=O)c3ccccc3)o2)CC1 (stereo not drawn)	-1%	?	-4%
Cc1ccc(-n2nc(C(=O)N3CCCCC3)c(=O)n(C)c2=O)cc1	-7%	-1%	-3%
COc1ccc(NC(=O)c2c(NCc3cccs3)sc3c2CCCC3)cc1	-10%	?	?
CC1CCCCN1CCCNC(=O)c1sc2ncccc2c1-n1cccc1 (stereo not drawn)	-1%	5%	1%
CCOC(=O)c1ccc(CN(Cc2ccc(Br)cc2)S(=O)(=O)c2cccc(Cl)c2C)cc1	-15%	4%	-7%
Cc1cc(NC(=O)Nc2nc3c(s2)CCCCCC3)ccc1Br	-5%	18%	?
COc1cc(Cl)c(NS(=O)(=O)c2cc(-c3cc(C)no3)ccc2OC)c(OC)c1	-2%	-4%	?
COc1ccc(OC)c(-n2nnc(-c3nc(-c4cc(OC)c(OC)c(OC)c4)no3)c2C)c1	-7%	-5%	-18%
COc1ccccc1N1CCN(CCCNC(=O)c2cnn(-c3ccccc3)c2C2CCN(C(=O)OC(C)(C)C)CC2)CC1	-2%	-9%	-7%
CCOC(=O)c1c(C)oc2nc(C)nc(NCC3CCN(Cc4ccc(F)cc4)CC3)c12	-3%	3%	5%
Cc1ccccc1OCc1nnc(SCc2cc(=O)c3cc(F)ccc3[nH]2)n1C	1%	-4%	-4%
O=C(NCc1ccccc1Cl)C(=O)NCC(c1cccs1)S(=O)(=O)c1cccs1 (stereo not drawn)	-11%	-9%	-16%
Cc1nnc(N2CCCC(C(=O)NCCc3ccccc3)C2)c2nn(-c3ccccc3)c(C)c12 (stereo not drawn)	1%	-13%	1%
COc1cccc2sc(N(Cc3cccnc3)C(=O)COc3ccccc3)nc12	-6%	-3%	-20%
Cc1ccccc1NC(=O)c1ccc(F)c(S(=O)(=O)N(C)Cc2ccccc2)c1	-4%	-4%	-22%

The final 2 entries of the section before are carried over, then new ones follow.
SMILES	Tau FP inhib	Tau ThT inhib	Tau fluor cs
COc1cccc2sc(N(Cc3cccnc3)C(=O)COc3ccccc3)nc12	-6%	-3%	-20%
Cc1ccccc1NC(=O)c1ccc(F)c(S(=O)(=O)N(C)Cc2ccccc2)c1	-4%	-4%	-22%
Cc1nc(N2CCCC2)c2c(C(=O)Nc3cccc(C)c3C)c(C)oc2n1	-4%	-7%	-6%
COc1ccc(CC(=O)NCc2ccc3c(c2)CCN3C(=O)c2ccc(Cl)cc2)cc1	?	-8%	-8%
O=C(CN1CCN(Cc2ccc(F)cc2)C1=O)NCc1ccc(F)cc1	-2%	-1%	5%
CC(C)CC(=O)NCC(c1ccc2c(c1)OCO2)N1CCN(c2ccc(F)cc2)CC1 (stereo not drawn)	?	-1%	-11%
CCOc1ccccc1NC(=O)CSc1nccn1-c1cccc(C)c1	-4%	?	-20%
CCOc1ccc(CCNC(=O)c2cnc3sc(N4CCCCCC4)nn3c2=O)cc1	1%	-14%	-16%
CCOc1ccc(N2CC(NC(=O)CCc3ccccc3)CC2=O)cc1 (stereo not drawn)	-6%	-3%	-2%
CCc1nc2ccc(C(=O)N3CCN(c4cc(Cl)ccc4C)CC3)cc2nc1CC	-4%	?	-17%
CCOC(=O)c1cc(-c2ccccc2)n(-c2cccc(C(=O)Nc3ccc(F)c(F)c3)c2)c1C	?	-1%	-21%
Cc1ccc(N2C(=O)CSC23C(=O)N(CC(=O)Nc2ccc(C)cc2C)c2ccccc23)cc1 (stereo not drawn)	-6%	-10%	-23%
CCc1ccc(C2=CC(c3c(F)cccc3Cl)n3c(nc4ccccc43)N2)cc1 (stereo not drawn)	-1%	-14%	-5%
CC(C)c1ccc(NC(=O)C2CCCN(S(=O)(=O)c3ccc4[nH]c(=O)oc4c3)C2)cc1 (stereo not drawn)	-12%	3%	-20%

Structures listed so far that contain two or more sulfur atoms:
SMILES	Tau FP inhib	Tau ThT inhib	Tau fluor cs
Cc1ccc(NC(=O)C2CCCN(S(=O)(=O)c3cccs3)C2)c(C)c1 (stereo not drawn)	-2%	-14%	-12%
Cc1ccc2nc(NC(=O)CSc3cc(C)[nH]c(=O)n3)sc2c1	?	?	-14%
CCCCOc1ccc(C(C)NC(=O)CN2C(=O)CSc3ccc(S(=O)(=O)N4CCOCC4)cc32)cc1 (stereo not drawn)	0%	-1%	-22%
CCOC(=O)C1CCCN(S(=O)(=O)c2ccc(N3CCCCS3(=O)=O)cc2)C1 (stereo not drawn)	-12%	0%	-4%
COc1ccc(-c2onc(C)c2C)cc1S(=O)(=O)NCc1cccs1	-1%	-7%	-18%
CCOC(=O)c1ccccc1NS(=O)(=O)c1ccc(N2CCCCS2(=O)=O)cc1	2%	-3%	-27%
COc1ccccc1CNC(=O)C(=O)NCC(c1cccs1)S(=O)(=O)c1cccs1 (stereo not drawn)	-3%	-3%	-24%
CCOC(=O)c1scc(-c2ccc(C)cc2)c1S(=O)(=O)Nc1ccc(F)c(F)c1	-7%	1%	-7%
O=C(CSc1nc2ccsc2c(=O)n1-c1ccc(Cl)cc1)NCc1ccc(Cl)cc1	-10%	1%	-17%
Cc1cc(C)cc(NS(=O)(=O)c2ccc(-c3cc(C)no3)s2)c1	?	5%	?
COc1ccc(NC(=O)c2c(NCc3cccs3)sc3c2CCCC3)cc1	-10%	?	?
O=C(NCc1ccccc1Cl)C(=O)NCC(c1cccs1)S(=O)(=O)c1cccs1 (stereo not drawn)	-11%	-9%	-16%
